# Screens (PubChem BioAssay)
# Epigenetic derep: epigenetic control regulation, reporter derepression. 0.2% of 280,000 active. murine LDR cells, GFP reporter derepression, 30 h. Potency, µM (titrated, usually from 53.9 µM), without a hit: at the highest dose GFP activation, hits mostly activators; also: potency is read from the fitted curve at half-maximal effect; % of control where 0% means no effect; nearly all actives have a fitted effect of over 60% in size
#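 Reporter derepression read as number of fluorescent GFP-positive objects, 20-120 um in size, counted by laser-scanning cytometer. Mouse LDR line with an epigenetically silenced CMV-GFP locus; compound incubation 30 h, 37 C.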
# Tau fibril FP: blocks human tau fibril formation measured by polarization | P10636 | K18 P301L tau heparin fibrillization, Alexa594 FP, 6 h | Potency, µM (titrated, usually from 57.7 µM), for the others: at the top dose activity, negative = inhibition, actives largely listed as inhibitors | 0.39% of 280,000 active | AID 1468; also: potency is read from the fitted curve at half-maximal effect; % is scaled to controls: 0 for no effect and ±100 for the full control effect; nearly all actives have a fitted effect of over 55% in size
# Target sequence (P10636 561-689 P618L limits assumed): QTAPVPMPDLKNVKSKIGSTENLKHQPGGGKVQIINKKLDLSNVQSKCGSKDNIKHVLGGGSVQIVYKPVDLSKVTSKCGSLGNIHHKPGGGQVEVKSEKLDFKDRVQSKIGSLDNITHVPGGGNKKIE
#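 Human K18 P301L fragment (15 uM unlabeled plus 0.24 uM Alexa 594-labeled) in 100 mM sodium acetate pH 7 with compound, aggregation induced by 20 uM heparin for 6 hr at 37 C. ThT (30 uM) added for 1 hr, then Alexa 594 FP read.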
# TRb SRC2 PPI: disrupts binding of human TR beta to SRC2 | P10828 | TRbeta-SRC2 peptide binding, fluorescence polarization; receptor liganded with 1 µM T3 | Potency, µM (series often up to 106 µM), without a hit: at the highest dose activity change, negative = inhibition, usual class: inhibitors | 0.065% of 280,000 active | AID 1469;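 also: potency is read from the fitted curve at half-maximal effect; plate controls were bound peptide for no effect and peptide without receptor for full effect; nearly all actives have a fitted effect of over 50% in size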
# Target sequence (P10828 whole entry, looked up): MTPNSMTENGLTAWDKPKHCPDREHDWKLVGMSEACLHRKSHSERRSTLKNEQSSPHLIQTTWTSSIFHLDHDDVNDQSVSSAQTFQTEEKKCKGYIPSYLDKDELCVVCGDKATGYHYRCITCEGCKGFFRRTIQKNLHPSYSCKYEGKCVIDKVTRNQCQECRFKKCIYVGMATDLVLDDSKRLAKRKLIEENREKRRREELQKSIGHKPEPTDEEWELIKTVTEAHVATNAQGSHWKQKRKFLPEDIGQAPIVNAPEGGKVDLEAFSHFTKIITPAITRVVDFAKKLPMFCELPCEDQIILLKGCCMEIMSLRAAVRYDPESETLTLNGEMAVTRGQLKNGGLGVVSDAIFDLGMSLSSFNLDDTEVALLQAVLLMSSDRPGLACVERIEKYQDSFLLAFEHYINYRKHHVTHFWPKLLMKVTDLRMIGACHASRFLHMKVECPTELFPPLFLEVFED
#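 Fluorescence polarization of 20 nM Texas Red SRC2 peptide with 0.6 uM human TRb ligand-binding domain, in Tris buffer with 1uM T3 and 5% DMSO. Incubated 5 hr ambient; normalized to unbound and bound controls.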
# Tau fluor counter: counter-screen for tau fibril formation inhibitors | 0.93% of 280,000 active | Potency, µM (titrated, usually from 57.7 µM), without a hit: at the top dose activity change, negative = decrease | tau K18 P301L (four-repeat tau fragment) Alexa594 fluorescence, heparin fibrillization | AID 1463; also: potency is read from the fitted curve at half-maximal effect; % is scaled to controls: 0 for no effect and ±100 for the full control effect; nearly all actives have a fitted effect of over 55% in size
#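 Human K18 P301L tau (15 uM unlabeled plus 0.24 uM Alexa 594-labeled, final) in 100 mM sodium acetate pH 7 was mixed with compound and 20 uM heparin and incubated 6 hr at 37 C.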
# CBFb-RUNX1 inh: blocks binding between human CBF-beta and RUNX1 | 230,000 tested, under 10 active | Potency, µM (top dose mostly 59.8 µM), without a hit: at the top dose activity, negative = inhibition, hits mostly inhibitors | Q01196+Q13951 | AlphaScreen CBFb-His/RUNX1-biotin binding, biochemical; also: % of control where 0% means no effect
#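 Proteins preincubated together for 20 min at RT before compound addition; 15 min later, nickel and streptavidin beads were added and left 90 min prior to AlphaScreen measurement.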
# NPSR antagonist: antagonists of human neuropeptide S receptor cAMP signaling. 1% of 220,000 active. Potency, µM (series often up to 38.3 µM), for inactives: top-dose activity change, negative = inhibition, actives largely listed as inhibitors. AID 1461. Q6W5P4. CHO-NPSR cells, cAMP TR-FRET, antagonist mode; also: potency is read from the fitted curve at half-maximal effect; % is scaled to controls: 0 for no effect and ±100 for the full control effect; nearly all actives have a fitted effect of over 50% in size; many of its hits are not listed in these tables
# Target sequence (Q6W5P4 whole entry, looked up): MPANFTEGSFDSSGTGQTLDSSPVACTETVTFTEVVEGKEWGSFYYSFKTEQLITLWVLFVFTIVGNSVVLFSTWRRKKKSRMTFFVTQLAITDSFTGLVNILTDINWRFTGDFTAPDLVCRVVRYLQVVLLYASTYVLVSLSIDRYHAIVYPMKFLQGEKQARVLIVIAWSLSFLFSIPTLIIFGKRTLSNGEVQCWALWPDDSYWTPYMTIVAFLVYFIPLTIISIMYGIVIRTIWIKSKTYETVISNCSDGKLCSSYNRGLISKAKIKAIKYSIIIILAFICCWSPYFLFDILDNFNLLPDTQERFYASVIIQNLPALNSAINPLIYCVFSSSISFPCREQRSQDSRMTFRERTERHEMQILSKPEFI
# TexasRed fluor: alters Texas Red total fluorescence, flagging assay interference | Potency, µM (series often up to 106 µM), for inactives: at the highest dose fluorescence change, negative = quenching | 0.29% of 280,000 active | TRb/SRC2 Texas Red total fluorescence interference; active = well fitted curve in either direction with a large enough effect; inconclusive = small, poorly fitted or top-dose-only effect; also: potency is read from the fitted curve at half-maximal effect; % is scaled to controls: 0 for no effect and ±100 for the full control effect
#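 Human TRβ ligand-binding domain (0.6 uM) and Texas Red SRC2 peptide (20 nM) in Tris buffer with 1 uM T3 and 5% DMSO were incubated with pinned compound for 5 hr at ambient temperature. Total fluorescence was computed as S + 2P (555/632 nm).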
# GLA spleen mod: alpha-galactosidase A (human) modulation; 0.008% of 240,000 active; Potency, µM (doses to about 80 µM), for the others: at the highest dose activity change, negative = inhibition, most hits filed as inhibitors; human spleen homogenate, 4MU-alpha-Gal fluorescence, 40 min; AID 2107;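 also: potency is read from the fitted curve at half-maximal effect; 0% = enzyme with vehicle and -100% = no enzyme basal signal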
#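 Fluorogenic readout (Ex 365/Em 440 nm) of 4-methylumbelliferone released from 1 mM 4-MU-alpha-galactoside by spleen homogenate, 40 min at 37C, pH 5.0. Data normalized to no-enzyme and enzyme controls; Hill-equation AC50 from compound titrations.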
# * hit, by the source's call; u = inconclusive; x = no result given; & = joins results of further samples; [ ] = dose if it differs, or a comment. Unless noted, calls follow the shape of the dose curve; as a rule, active = well fitted curve in the direction sought with a large enough effect; inconclusive = small, poorly fitted or top-dose-only effect, or another doubt; inactive = no such curve, though single readings can be large; an effect the other way counts as inactive or inconclusive. An excerpt; count on the stated rates, not on these rows.
SMILES,Epigenetic derep,Tau fibril FP,TRb SRC2 PPI,Tau fluor counter,CBFb-RUNX1 inh,NPSR antagonist,TexasRed fluor,GLA spleen mod
Cc1cc(=O)[nH]c(N/N=C/c2ccc(OC(=O)c3cccnc3)cc2)n1,-4.2%,9%,8%,4%,-2%,3%,2%,-6%
CC1(C)Cc2c(sc(N)c2C#N)C(C)(C)N1,1.1%,10%,1%,3%,12%,-8%,-2%,7%
CCOC(=O)C1CCCN(C(=O)c2cn(CC)c3ccc(S(=O)(=O)N4CCCC4)cc3c2=O)C1 (stereo unspecified),1.1%,-3%,-2%,-4%,-1%,-33%[46.1 µM],-1%,-4%
COc1ccc(-c2cc3cc(OC)c(OC)cc3c(C)n2)cc1C,u,u,1%,-19%,10%,-11%,-1%,2%
O=C(COC(=O)c1sc2ccccc2c1Cl)NCC1CCCCC1,-0.9%,3%,11%,-2%,-3%,5%[46.1 µM],2%,2%
C=C1C(=O)O[C@@H]2[C@H]3O[C@]3(C)CCC=C(C)CC[C@@H]12,u,-2%&1%,10%&0%,-16%&-4%,2%,3%[46.1 µM],1%&1%,-24%&-1%
C/C(=N\NC(=S)Nc1cccc(C)c1)c1ccco1,-0.1%,5%,1%,7%,-5%,-14%,-4%,3%
CCS(=O)(=O)N1CC(=O)N(c2ccc(C)c(C)c2)C(C)(C(=O)NC2CCCCCC2)C1 (stereo unspecified),-1.2%,-3%,1%,-2%,x,x,2%,x
CCOC(=O)C1=C(O)C(=O)N(c2ccc(S(N)(=O)=O)cc2)C1c1cccc([N+](=O)[O-])c1 (stereo unspecified),-2.6%,8%,-2%,-9%,3%,-12%,1%,-1%
COc1ccc(NC(=O)C(NC(=O)Cc2cccs2)c2ccc(OC)cc2)cc1 (stereo unspecified),4.0%,u,2%,-18%,x,x,-1%,x
CCOC(=O)c1cccc(NC(=O)C(C)N2C(=O)c3ccccc3C2=O)c1 (stereo unspecified),2.9%,-6%,7%,-6%,-5%,-11%[46.1 µM],4%,2%
CCc1ccccc1N(C)C(=O)c1cc2c(=O)oc3ccccc3c2s1,-0.6%,-1%,6%,-17%,x,x,-2%,x
CCC1COC(c2cccn2Cc2ccc(Cl)cc2)=N1 (stereo unspecified),0.1%,3%,1%,5%,-1%,-46%,-1%,4%
C/C(=C\c1ccc(C)o1)C(=O)c1c(C)cc(C)[nH]c1=O,-4.4%,-1%,1%,6%,1%,25%,0%,6%
Cc1cccc(C)c1NC(=O)c1nc(S(C)(=O)=O)ncc1N(Cc1ccc(C(C)(C)C)cc1)Cc1ccco1,-3.2%,-6%,-6%,-1%,x,x,8%,x
O=S(=O)(c1ccccc1)N1CCN=C1SCc1ccc(Cl)cc1,-0.1%,-16%,2%,u,u,-37%,-2%,4%
O=C(CSc1nnc(CNC(=O)c2cccs2)o1)Nc1ccccc1,-2.8%,10%,8%,2%,-8%,-5%,-1%,-11%
O=C(O)CCCCCN1C(=O)C2CCCCC2C1=O (stereo unspecified),-1.0%,0%,-2%,-1%,4%,5%[46.1 µM],-2%,1%
CCC1(CC)NC(=O)N(CC(=O)OCC(=O)Nc2ccc(C(F)(F)F)cc2)C1=O,0.9%,-4%,1%,-5%,2%,-25%[46.1 µM],0%,-5%
CCc1ccc(NC(=O)CSc2ccc(-c3ccco3)nn2)cc1,-0.1%,4%,2%,-11%,-1%,9%,-4%,-17%
Cc1cccc(N/C(N)=N/c2nc(C)cc(C)n2)c1,1.3%,-5%,1%,4%,-2%,-1%[46.1 µM],-3%,2%
COc1cccc(CNC(=O)Cn2cc3c(n2)-c2c(oc(C(=O)N4CCOCC4)c2C)CC3)c1,1.3%,-4%,-9%,-4%,x,x,-4%,x
CC(=O)c1cccc(NC(=O)c2ccc3c(Cl)c4c(nc3c2)CCCC4)c1,-1.0%,-4%,-17%,-11%,1%,6%,-1%,8%
Cc1nc(NC(=O)CSc2nncs2)c(Cl)cc1Cl,-0.6%,-5%,-1%,0%,2%,-19%,0%,9%
O=C(NCc1cccs1)c1cc(-c2ccccn2)nc2ccc(Br)cc12,18%,-6%,1%,-3%,0%,10µM*,1%,0%

# For convenience, part of the list above:
SMILES,Epigenetic derep,Tau fibril FP,TRb SRC2 PPI,Tau fluor counter,CBFb-RUNX1 inh,NPSR antagonist,TexasRed fluor,GLA spleen mod
Cc1cc(=O)[nH]c(N/N=C/c2ccc(OC(=O)c3cccnc3)cc2)n1,-4.2%,9%,8%,4%,-2%,3%,2%,-6%
CC1(C)Cc2c(sc(N)c2C#N)C(C)(C)N1,1.1%,10%,1%,3%,12%,-8%,-2%,7%
CCOC(=O)C1CCCN(C(=O)c2cn(CC)c3ccc(S(=O)(=O)N4CCCC4)cc3c2=O)C1 (stereo unspecified),1.1%,-3%,-2%,-4%,-1%,-33%[46.1 µM],-1%,-4%
COc1ccc(-c2cc3cc(OC)c(OC)cc3c(C)n2)cc1C,u,u,1%,-19%,10%,-11%,-1%,2%

# (continued)
SMILES,Epigenetic derep,Tau fibril FP,TRb SRC2 PPI,Tau fluor counter,CBFb-RUNX1 inh,NPSR antagonist,TexasRed fluor,GLA spleen mod
CC(C)c1ccc(NC(=O)COc2ccc(F)cc2C(=O)c2cnn(-c3ccccc3)c2)cc1,-3.8%,-9%,-3%,-7%,0%,-16%,-3%,-4%
CCOc1cccc(/C=N/NS(=O)(=O)c2ccc(C)c([N+](=O)[O-])c2)c1O,4.1%,10%,1%,-8%,-4%,-3%,-1%,10%
C[n+]1cc[nH]c1SCC(=O)c1ccccc1,-2.9%,-6%,9%,-13%,-4%,3%[46.1 µM],1%,2%
C=C(C)CNC(=S)NNC(=O)CCn1c2cc(Cl)ccc2c2ccc(Cl)cc21,3.0%,u,4%,u,0%,-27%,1%,-14%
Cc1cc(OCC(=O)Nc2ccncc2)ccc1[N+](=O)[O-],1.1%,-8%,1%,-9%,9%,13%,0%,3%
Cc1cc(C(=O)N2CCN(c3cccc(C)c3C)CC2)c2c(C)nn(-c3ccccc3)c2n1,-1.3%,-4%,6%,-16%,x,x,5%,x
CC(NC(=O)/C=C/c1ccc(Br)cc1)c1ccc(Cl)cc1 (stereo unspecified),1.1%,-6%,0%,-22%,12%,-17%,-2%,-5%
CCN(CC)C(=O)Cn1cc(C(=O)C(=O)NCC2COc3ccccc3O2)c2ccccc21 (stereo unspecified),1.2%,4%,2%,-19%,-7%,-14%,0%,0%
CC1(C)CC(=O)C(N=Nc2cccnc2)=C(O)C1,u,0%,1%,-7%,14%,21%,-1%,-1%
CCOc1ccc(-n2c(=O)c3c(C)c(C)sc3n(CC(=O)NCc3ccco3)c2=O)cc1,-0.2%,-6%,-2%,-7%,4%,0%[46.1 µM],-2%,15%
COC(=O)[C@@]1(Cc2ccc(OC)cc2)[C@H]2c3cc(C(=O)N(C)C)n(CCc4c[nH]c5ccc(O)cc45)c3C[C@H]2CN1C(=O)c1ccccc1,6.1%,2%,-1%,-13%,1%,x,1%,4%
Cc1cc(C)c(NC(=O)CN2C(=O)C3(SCC(=O)N3c3ccc(F)cc3)c3ccccc32)c(C)c1 (stereo unspecified),-0.2%,-1%,1%,-8%,x,x,2%,x
Cc1cccc(C)c1Nc1c(-c2ccsc2)nc2ccccn12,-0.9%,u,2%,-26%,x,x,-16%,x
CCOC(=O)c1ccc(N2C(=O)c3[nH]nc(-c4ccc(OC)cc4)c3C2c2ccccc2Cl)cc1 (stereo unspecified),4.3%,u,-6%,-28%,x,x,1%,x
O=C(Cc1ccc(-c2ccccc2)cc1)NC(c1ccccc1)c1ccccc1,3.6%,-6%,-2%,-1%,7%,-8%[46.1 µM],9%,9%
CNC(=O)c1c(NC(=O)Cc2coc3ccc(OC)cc23)sc2c1CCCC2,0.7%,-4%,1%,u,x,x,-1%,x
O=C(NCCc1ccncc1)Nc1ccccc1Cl,-1.1%,1%,8%,3%,9%,-1%[46.1 µM],-1%,-1%
Cc1ccnc(Sc2nc3c(c(=O)[nH]c(=O)n3C)n2CCCc2ccccc2)n1,-3.0%,5%,-15%,7%,11%,-25%[46.1 µM],-2%,0%
Cc1cccc(CSC2=NCCN2C(=O)c2ccco2)c1,1.5%,0%,-13%,-17%,1%,-8%[46.1 µM],-2%,18%
COc1cc(OC)cc(-c2nc3n(n2)C(c2ccccc2F)C(C(=O)Nc2cccnc2)=C(C)N3)c1 (stereo unspecified),1.6%,2%,14%,u,x,x,-4%,x
c1ccc(C2C3=C(CCCC3)Nc3ncnn32)cc1 (stereo unspecified),11%,0%,-15%,-4%,20%,-14%[46.1 µM],2%,-5%
COc1cc2c(cc1OC)C(Nc1ccc(S(N)(=O)=O)cc1)=NC(C)(C)C2,1.0%,-3%,6%,10%,4%,18%,-3%,-11%
COC(=O)c1cc(C(=O)N(Cc2ccccc2)c2ccccn2)cc([N+](=O)[O-])c1,-1.0%,11%,-2%,-11%,-20%,-15%,1%,0%
CN1CCN(C(=S)Nc2ccc(Oc3ccccc3)cc2)CC1,-3.6%,u,-5%,-15%,u,12%,1%,-14%
COc1ccc(/C=N/Nc2ncnc3c2[nH]c2ccc(C)cc23)c(OC)c1OC,0.0%,12%,-3%,u,8%,-26%,1%,12%
COc1cc(-c2noc(-c3ccc(NCc4ccco4)c([N+](=O)[O-])c3)n2)cc(OC)c1OC,-2.3%,-23%,6%,-17%,x,x,-1%,x
COc1ccc(-n2c(SCc3ccccc3)nc3c([nH]c4ccccc43)c2=O)cc1,1.4%,-9%,8%,-4%,x,x,1%,x
COc1ccc(NC(=O)C2CC(=O)n3c(nc4ccccc43)N2)cc1 (stereo unspecified),2.4%,-8%,-3%,30%,3%,6%,-2%,5%
O=C(NCC(O)c1ccccc1)c1cccc(S(=O)(=O)N2CCOCC2)c1 (stereo unspecified),-1.0%,0%,7%,7%,6%,1%[46.1 µM],1%,-3%
COc1ccc(OC)c(NC2c3ncccc3C(=O)N2Cc2ccco2)c1 (stereo unspecified),-1.1%,1%,-5%,-23%,0%,-21%[46.1 µM],1%,2%
